# proCasp7 act – counter-screen for procaspase-3 activators: activators of human procaspase-7 | P55210 | recombinant procaspase-7, Ac-DEVD-pNA absorbance 405 nm; D23A/D198A/D206A triple mutant, cannot self-cleave; scale: DMSO 0, 5 µM enzyme 100 | activation, % at 8.5 µM | 330,000 tested, 0.093% active | AID 463210;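 active = percent activation above the screen-wide mean plus 3 SD, cut at about 25% in these data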
#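 Assay system: Uncleavable procaspase-7 mutant enzyme | Input: 2 µM procaspase-7 mutant as dispensed | Timing: 1 h compound preincubation, 2 h substrate cleavage, 25 °C | Repeats: One well per compound | Control set: DMSO wells as 0%, DMSO with 5 µM added PC-7 as 100% | Technique: Epi-absorbance of released pNA at 405 nm, two timepoints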
# LAP4-GFP MLPCN – alters LAP4-GFP fluorescence in TOR pathway yeast screen; S. cerevisiae LAP4-GFP multiplex, flow cytometry GFP, 3 h; median GFP as percent of DMSO wells; GFP response vs DMSO, % at 10 µM; 320,000 tested, 0.34% active; AID 2023;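 active = GFP response vs DMSO above a set limit, about the screen mean plus 3 SD, cut at about 150% in these data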
# AHR activator – human AHR activation. P35869. AHR-responsive luciferase reporter cells, luminescence. activation, % at 5 µM. 320,000 tested, 2.5% active; in the data active = activation above about 47%;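 also: 0% = vehicle wells and 100% = reference agonist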
# RPL19A-GFP yeast – alters RPL19A-GFP fluorescence in TOR pathway yeast screen. 330,000 tested, 0.3% active. percent response vs DMSO, % at 10 µM. S. cerevisiae RPL19A-GFP strain, flow cytometry, 3 h; stronger effect = lower value;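 active = percent response vs DMSO below 50%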;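 also: median channel GFP fluorescence of the barcoded RPL19A-GFP strain; ratio of sample median GFP to plate DMSO average so 100% = DMSO; lower means less RPL19A-GFP as with rapamycin TOR inhibition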
# ZTA counter – ZTA (EBV) inhibition in EBNA-1 counter-screen; P03206; ZTA-DNA binding, fluorescence polarization; inhibition, % at 11 µM; 320,000 tested, 0.15% active; AID 2234; in the data active = inhibition above about 33%
# procasp3 activ – activates human procaspase-3 | P42574 | recombinant procaspase-3 D3A, Ac-DEVD-pNA absorbance 405 nm | activation, % at 8.5 µM | 330,000 tested, 0.11% active | AID 463141;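 active = activation above the mean of all tested compounds plus 3 SD, cut at about 21% in these data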;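 also: 0% = DMSO alone and 100% = DMSO wells spiked with extra 5 µM PC-3 D3A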
#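 Test system: Procaspase-3 D3A mutant, all three cleavage aspartates alanine | Dosing: Single dose, 8.5 µM nominal compound, 0.8% DMSO | Schedule: 1 h preincubation, 2 h reaction | Technique: 405 nm absorbance of p-nitroaniline, reads at 0 and 120 min | Repeats: One well per compound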
# EBNA-1 inhibitor – blocks EBNA-1 binding to DNA; EBNA-1 DNA binding, fluorescence polarization; inhibition, % at 14.8 µM; 300,000 tested, 0.34% active; AID 1950; in the data active = inhibition above about 28%
# MEP2-GFP yeast – yeast TOR pathway MEP2-GFP modulation; GFP response vs DMSO, % at 10 µM; S. cerevisiae MEP2-GFP strain, flow cytometry GFP, 3 h; 100% = DMSO control level; 330,000 tested, 0.51% active;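 active = GFP response versus DMSO above a set limit, roughly screen mean plus 3 SD, cut at about 180% in these data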;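 also: median GFP fluorescence of the barcode-gated MEP2-GFP cells per well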
# Starred values were filed as active, the others as inactive; . = not tested or not shown.
SMILES,proCasp7 act,LAP4-GFP MLPCN,AHR activator,RPL19A-GFP yeast,ZTA counter,procasp3 activ,EBNA-1 inhibitor,MEP2-GFP yeast
c1cc(C(c2nnnn2C2CCCCC2)N2CCN3CCCC3C2)ccn1 (stereo not given),-8,95,2,100,-5,2,0,98
CC(=O)NC(C)c1nc2ccccc2n1CC(=O)NC(C)CCc1ccccc1 (stereo not given),0,99,0,99,-11,-4,5,100
CCOc1ccc(NS(=O)(=O)c2cc(C(=O)N3CCCC3)ccc2Cl)cc1,3,97,2,99,-17,-4,2,98
CCOC(=O)c1c(NC(=O)CSc2nc3cccnc3n2C)sc(C(C)=O)c1C,6,98,0,94,-3,8,-4,98
CCOc1ccc(S(=O)(=O)N2CCCC(C(=O)NCCN3CCOCC3)C2)cc1Cl (stereo not given),0,93,1,105,-9,0,-9,103
CC(C)(C)CN1C(=O)C(=O)NC[C@@H]1CCCCN,-3,102,7,103,8,9,-23,103
O=C(COC(=O)C1CCN(S(=O)(=O)c2cccs2)CC1)c1ccccc1,7,95,0,100,1,-5,-17,95
COc1cccc(CNC(=O)C2CCCN(c3cnccn3)C2)c1 (stereo not given),6,101,25,102,21,9,4,101
C=CC[C@@H](Cc1ccc(F)cc1)C(=O)OC[C@H]1CCCN1C(=O)[C@@H](CC=C)CC(=O)N(CCO)Cc1ccccc1,8,99,-1,102,.,5,.,100
CCc1ccc(CNC(=O)C2CCN(S(=O)(=O)N3CCC(C)CC3)CC2)cc1,3,96,2,103,4,5,-3,103
CC(C)c1ccc(C(C)NCCS(=O)(=O)c2ccc(Br)cc2)cc1 (stereo not given),7,98,4,107,-1,6,-1,102
O=S(=O)(Nc1ccccc1F)c1cccc(NC(=S)NCCN2CCOCC2)c1,-27,99,2,94,.,-20,.,90
Cc1ccc(S(=O)(=O)N2CCN(C(=O)c3ccnn3C)CC2)cc1C,6,100,-4,109,27,-1,-6,106
COc1ccccc1CC1CC(=O)N(c2cccc(Cl)c2C)C1=O (stereo not given),3,111,4,105,-11,12,-12,126
COc1ccc2oc(C(=O)OCC(=O)N3CCN(S(=O)(=O)c4ccccc4)CC3)c(C)c2c1,5,108,1,105,-11,-5,-3,115
COc1ccc(C(=O)N2CCN(c3ncccn3)CC2)cc1[N+](=O)[O-],13,88,-1,109,-7,4,-8,107
CCn1c(CN2CCN(C(=O)c3ccco3)CC2)nc2c1c(=O)n(C)c(=O)n2C,-3,112,2,106,7,7,9,106
Cc1cc(NCc2ccco2)n2ncnc2n1,7,86,-2,100,-1,7,9,98
OC(C[n+]1ccccc1)c1ccccc1 (stereo not given),-3,94,-1,105,2,4,-17,104
Cc1ncc(CSCC(=O)Nc2cc(C(F)(F)F)ccc2Cl)c(CO)c1O,-16,102,5,111,-2,8,-7,98
O=C(CC(=O)c1ccccc1)Nc1cccnc1,-4,87,18,104,-3,17,-9,107
O=C(Nc1ccc(Br)cc1)c1cc(-c2ccncc2)nc2ccccc12,5,101,109*,99,.,4,.,114
CCN(C(=O)CSc1nc2ccccc2c(=O)n1-c1ccccc1F)C1CCS(=O)(=O)C1 (stereo not given),17,104,1,99,.,3,.,98
Cc1cc(NC(=O)c2cccc(C)c2[N+](=O)[O-])no1,6,92,4,104,8,-2,5,106
O=C(O)CCC(=O)N1CCc2cc(S(=O)(=O)NC3CCCC3)ccc21,0,94,1,103,1,1,-14,103
O=C(CSC1=Nc2ccccc2C2CC=NN12)NCc1ccco1 (stereo not given),-12,92,66*,102,.,3,.,96
O=C(COc1ncnc2ccccc12)NCCC1=CCCCC1,6,95,1,101,-2,0,-10,102
c1ccc2oc(CCc3nc4ccccc4o3)nc2c1,8,94,-1,89,-15,-4,-1,94
CSc1nc2nc3c(cc2c(=O)n1-c1ccc(C)cc1)COC(C)(C)C3,3,111,3,99,-15,2,-4,102
COc1cc(NS(=O)(=O)c2ccc(N/C=C\C(=O)c3ccc(F)cc3)cc2)nc(OC)n1,2,87,13,104,0,2,4,100
CCC(C)NS(=O)(=O)c1ccc(OCC(=O)N2CCCCC2)cc1 (stereo not given),4,97,0,95,-23,3,5,101
C=CC[C@@H](CC(=O)N(CCO)Cc1ccccc1)C(=O)NC[C@@H](OC(=O)[C@@H](CC=C)CC(=O)OC(C)(C)C)c1ccccc1,-3,109,-1,109,.,10,.,105
CCOc1ccc(C(=O)NC(=S)Nc2ccccc2OC)cc1[N+](=O)[O-],-2,91,24,101,12,0,12,102
CCCNC(=S)NC1CC2CCC(C1)N2Cc1ccccc1 (stereo not given),2,101,0,97,-5,10,5,101
O=C(/C=C/NNC(=O)c1ccc(Cl)cc1)c1ccccc1,-2,108,8,93,12,7,1,97
CC(C)OP(=O)(OC(C)C)/C(C=O)=N\Nc1ccc([N+](=O)[O-])cc1,0,117,3,102,6,-10,-6,97
COc1cc(OC)cc(C(=O)NC(C(=O)N2CCC2)C(C)C)c1 (stereo not given),7,87,0,92,.,-4,.,97
O=C(COc1ccccc1)NCC(=O)N/N=C/c1cccs1,-1,105,0,98,-8,3,-7,95
CCOC(=O)Cc1ccc(NC(=O)c2ccc([N+](=O)[O-])cc2)cc1,6,95,-5,103,-25,4,1,108
O=C1OC(N2C(=O)CC[C@H]2C(=O)Nc2ccc3c(c2)OCO3)c2ccccc21 (stereo not given in full),-9,101,4,103,-24,0,-12,107
COCCN(CC(=O)Nc1cc(Cl)ccc1-n1cncn1)Cc1nc2ccccc2c(=O)[nH]1,16,97,5,95,6,1,.,96
O=C1N=C(c2ccccc2)S/C1=C\c1cccs1,-28,117,15,101,4,-14,-6,93
COc1ccc(CNC(=O)COc2ccc(OC)cc2)cc1,2,99,1,101,1,1,2,99
CCOC(=O)C[C@H]1c2ccccc2S(=O)(=O)N1Cc1ccc(Cl)cc1,7,117,0,99,8,-7,5,95
CCn1c(SCC(=O)NCCc2ccccc2)nc2c([nH]c3ccccc32)c1=O,15,81,109*,100,11,-7,42*,101
O=C(O)CCc1ccc(-c2ccccc2)n1Cc1ccco1,2,108,-1,101,12,-1,9,107
Cc1nc(SCCC(=O)O)c2cc(-c3ccccc3)sc2n1,11,117,-7,98,12,10,4,101
COc1cc2c(-c3ccc4cc[nH]c4c3)c(-c3ccc(C#N)cc3)oc(=O)c2cc1OC,6,100,12,97,-12,7,.,98
CCOc1cc(C2NC(=O)NC(c3ccccc3)=C2C(=O)c2ccccc2)c(Br)cc1OCC(=O)O (stereo not given),0,79,-4,104,-15,5,5,100
N#C/C(=C\c1ccc(N2CCOCC2)o1)C(=O)Nc1ccc(O)cc1,-6,114,-13,98,-3,-6,4,104

# More entries
SMILES,proCasp7 act,LAP4-GFP MLPCN,AHR activator,RPL19A-GFP yeast,ZTA counter,procasp3 activ,EBNA-1 inhibitor,MEP2-GFP yeast
COc1ccc(C2C(C(=O)N3CCC(C(N)=O)CC3)CC(=O)N2c2ccc(OC)cc2)cc1 (stereo not given),4,99,1,98,-15,7,5,95
Cc1nn(Cc2c(F)c(F)c(F)c(F)c2F)c(C)c1NC(=O)c1ccc(COc2ccc(Cl)cc2Cl)o1,-3,87,34,98,-15,3,-2,96
NC(=O)c1ccc(N=Nc2c(-c3ccccc3)[nH]n(-c3ccccc3)c2=O)cc1,-2,102,12,96,12,-3,-7,97
CC(=O)NCCSC(=O)c1ccc(F)cc1,-9,97,7,97,-5,3,-4,92
NC(=O)CSc1ncnc2c1nnn2Cc1ccc(F)cc1,0,98,-2,108,-6,2,-17,95
CCO[C@H]1OC(C(=O)N2CCN(Cc3ccc4c(c3)OCO4)CC2)=C[C@@H](c2ccc(C(F)(F)F)cc2)[C@@H]1CCCO,-7,100,1,100,-16,7,0,88
CCc1ccccc1NC(=O)c1cc(-c2cccs2)on1,9,124,-7,101,6,5,-10,102
O=C(COc1ccccc1Cl)Nc1nnc(S(=O)(=O)N2CCCC2)s1,1,104,1,105,-3,9,-11,109
C[C@H](NC(=O)CCCOc1ccc(Cl)cc1Cl)c1nnc2ccccn12,1,96,0,98,4,2,0,97
Nc1nonc1-n1nnc(C(=O)N/N=C/c2cccc(Cl)c2)c1CSc1ccccc1,17,109,4,98,-5,12,11,100
CCn1c(SCC(=O)Nc2ccc(F)cc2F)nc2c(c1=O)SCC2,4,87,0,97,0,4,-2,96
CN(C(=O)c1cc(-c2ccc3c(c2)OCO3)on1)c1ccccc1,1,102,3,105,2,-5,3,104
COc1ccccc1C(=O)N/C(=C\c1cn(S(=O)(=O)N(C)C)c2ccccc12)C(=O)NCCN1CCOCC1,15,110,0,101,2,3,4,104
CC1(C)CC(NC(=O)COc2cc3oc(=O)c4c(c3cc2Cl)CCC4)CC(C)(C)N1,17,100,-3,104,17,5,-2,99
O=C(NN1c2ccccc2CCc2ccccc21)c1ccccc1Br,2,103,6,101,14,-2,4,105
COC(=O)c1cc(C)sc1NC(=S)N1CCN(CCc2ccccc2)CC1,5,103,1,102,1,-1,-8,101
Cn1c(-c2ccc(F)cc2)cc2onc(-c3c(F)cccc3Cl)c2c1=O,2,98,8,96,.,-7,.,95
Cc1occc1C(=O)N1CCCC(Nc2ccc(F)c(F)c2)C1 (stereo not given),12,107,2,102,-5,3,2,108
COC(=O)CSc1nc(C)cc(Oc2ccccc2)n1,-1,93,0,94,2,-5,4,98
O=C(CN1CCCc2ccccc21)N/N=C/c1c(O)ccc2ccccc12,-11,94,38,95,5,-4,-8,90

# Some of these compounds in order of number of heavy atoms, ascending:
SMILES,proCasp7 act,LAP4-GFP MLPCN,AHR activator,RPL19A-GFP yeast,ZTA counter,procasp3 activ,EBNA-1 inhibitor,MEP2-GFP yeast
CN(C(=O)c1cc(-c2ccc3c(c2)OCO3)on1)c1ccccc1,1,102,3,105,2,-5,3,104
O=C(NN1c2ccccc2CCc2ccccc21)c1ccccc1Br,2,103,6,101,14,-2,4,105
O=C(CN1CCCc2ccccc21)N/N=C/c1c(O)ccc2ccccc12,-11,94,38,95,5,-4,-8,90
CC1(C)CC(NC(=O)COc2cc3oc(=O)c4c(c3cc2Cl)CCC4)CC(C)(C)N1,17,100,-3,104,17,5,-2,99
COc1ccccc1C(=O)N/C(=C\c1cn(S(=O)(=O)N(C)C)c2ccccc12)C(=O)NCCN1CCOCC1,15,110,0,101,2,3,4,104

# Going on with the list:
SMILES,proCasp7 act,LAP4-GFP MLPCN,AHR activator,RPL19A-GFP yeast,ZTA counter,procasp3 activ,EBNA-1 inhibitor,MEP2-GFP yeast
O=C(CSCc1ccc(Cl)cc1)Nc1ccccc1O,-1,117,11,104,-8,1,-13,106
Cc1ccc(/C=N/NC(=O)c2cccc(S(=O)(=O)Nc3ccccc3Cl)c2)s1,12,93,53*,106,7,0,8,99
CC(C)Sc1nc2ccccc2n1CC(=O)O,0,102,1,97,0,8,2,89
CCCC(=O)N(c1ccc(OCC)cc1)S(=O)(=O)c1ccc2c3c(cccc13)C(=O)N2C,2,85,2,100,-4,3,3,105
CCN1CCCC1CNCC(=O)Nc1ccc(OC(F)(F)F)cc1 (stereo not given),-5,102,0,97,-17,-8,-2,95
COc1ccc(/C=N\NC(=O)c2ccc([N+](=O)[O-])c(C)c2)cc1COc1ccccc1C(N)=O,-3,94,9,94,-11,10,-14,92
O=C(Nc1ncn[nH]1)c1ccc([N+](=O)[O-])cc1[N+](=O)[O-],3,101,-3,100,9,0,0,99
Fc1cccc(Cl)c1CSc1nnc(CN2CCOCC2)n1-c1ccccc1,-3,103,-1,101,-1,-4,-13,108
COc1cc(OC)c(C(=O)NNC(=O)c2ccccc2-n2cccc2)cc1OC,-8,97,3,97,.,10,.,97
COCCCNC(=O)CCc1c(C)c2cc3c(C)coc3cc2oc1=O,-3,106,5,110,-9,-1,-7,113
C=C1C(=O)O[C@@H]2[C@H]1CC[C@H](C)[C@]1(O)CCC(=O)[C@@]21C,-7,88,0,102,-1,0,-13,103

# Source: PubChem BioAssay

# This is a random part of the collection; any-hit rate near 3.8%.
